Screening results as filed in PubChem.
CHRM4 agonist: agonists of human muscarinic M4 receptor (CHRM4). CHO-K1 hM4/Gqi5, Fluo-8 calcium fluorescence; vehicle 0%, full acetylcholine response 100%. activation, % at 3 µM. hit rate 0.14% among 360,000. AID 624127;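 active means activation above the run mean over all test wells plus 3 SD, cut at about 32% in these data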;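 further: peak over basal fluorescence ratio per well then scaled between controls; 0% = DMSO wells and 100% = acetylcholine at EC100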
Target sequence (P08173 whole entry, looked up): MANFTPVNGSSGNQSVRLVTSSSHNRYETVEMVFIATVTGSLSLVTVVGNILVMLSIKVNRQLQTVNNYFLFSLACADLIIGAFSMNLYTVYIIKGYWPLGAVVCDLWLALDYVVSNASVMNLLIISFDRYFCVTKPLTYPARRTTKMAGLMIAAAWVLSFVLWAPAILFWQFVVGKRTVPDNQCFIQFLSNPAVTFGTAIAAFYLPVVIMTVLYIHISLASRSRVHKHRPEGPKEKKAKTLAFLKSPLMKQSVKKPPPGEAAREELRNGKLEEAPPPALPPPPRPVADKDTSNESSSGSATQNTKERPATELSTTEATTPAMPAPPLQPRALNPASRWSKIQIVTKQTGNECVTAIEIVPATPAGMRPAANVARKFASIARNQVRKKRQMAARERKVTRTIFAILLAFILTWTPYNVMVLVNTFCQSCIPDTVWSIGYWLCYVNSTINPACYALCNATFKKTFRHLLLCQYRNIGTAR
CHRM4 antagonist: antagonists of human muscarinic M4 receptor (CHRM4) | P08173 | CHO-hM4 cells, ACh EC80, Fluo-8 calcium fluorescence | inhibition, % at 3 µM | hit rate 0.73% among 360,000 | AID 624125;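 active means inhibition above its plate's cutoff, the mean inhibition of sample wells plus 3 SD, cut at about 27% in these data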;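 further: 0% = acetylcholine EC80 with DMSO and 100% = DMSO without agonist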
CRFBP-R2 block: blocks CRF-induced signaling of the CRF-BP/CRF-R2 complex. HEK293 CRF-R2/CRF-BP, CRF-induced calcium fluorescence. inhibition, % at 11.8 µM. hit rate 0.59% among 350,000. AID 588475;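 active means inhibition of the ligand-induced calcium signal above about 50% at the single tested concentration, limit read from the data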
CRFR2-BP ag: CRF-BP/CRF-R2 complex agonism; HEK293 CRF-R2/CRF-BP, calcium dye fluorescence (FLIPR); percent of saturating CRF peptide response; activation, % at 13.2 µM; hit rate 0.46% among 350,000; AID 588473;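 active means activation of at least 50%, plus an integration ratio under a set limit after plate pattern correction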;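 further: plate controls were neutral control wells without compound for no effect and CRF at EC100 for full effect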
CHRM1 PAM: positive allosteric modulators of human M1 muscarinic receptor; P11229; CHO-K1 hM1, Fluo-8 calcium fluorescence, ACh EC20; 0% = ACh EC20, 100% = maximal ACh; activation, % at 3 µM; hit rate 0.088% among 360,000; AID 588819; in the data active means activation above about 19%, passing the limit was not always enough
M5 PAM: positive allosteric modulators of human muscarinic M5 receptor. CHO-K1 hM5, Fluo-8 calcium, ACh EC20 PAM; 0% = ACh EC20, 100% = ACh EC100. P08912. activation, % at 3 µM. AID 624038. hit rate 0.3% among 360,000;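 active means activation above the run cutoff, the mean activation of all test compounds plus 3 SD, cut at about 18% in these data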
Target sequence (P08912 whole entry, looked up): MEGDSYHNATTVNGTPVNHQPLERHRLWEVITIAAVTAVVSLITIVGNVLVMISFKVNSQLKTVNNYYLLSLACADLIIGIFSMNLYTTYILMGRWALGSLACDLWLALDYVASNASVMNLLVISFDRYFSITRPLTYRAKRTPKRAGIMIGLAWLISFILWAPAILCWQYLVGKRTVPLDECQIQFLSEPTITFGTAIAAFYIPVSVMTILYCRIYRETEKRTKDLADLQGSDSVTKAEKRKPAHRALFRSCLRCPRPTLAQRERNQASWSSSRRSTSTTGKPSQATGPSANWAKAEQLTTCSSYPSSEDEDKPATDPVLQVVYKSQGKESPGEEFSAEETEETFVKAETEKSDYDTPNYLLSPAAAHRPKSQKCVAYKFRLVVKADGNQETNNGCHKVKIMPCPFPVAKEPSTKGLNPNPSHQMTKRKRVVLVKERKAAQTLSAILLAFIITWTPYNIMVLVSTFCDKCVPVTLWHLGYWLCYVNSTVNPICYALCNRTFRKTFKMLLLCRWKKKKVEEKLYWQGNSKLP
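Assay system: CHO-K1 hM5 cells / Incubation: Fluo-8 loading 80 min at 37 °C plus 30 min room temperature / Technique: Fluo-8 calcium dye fluorescence, kinetic read / Repeats: single replicate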
CHRM5 antagonist: antagonists of human muscarinic M5 receptor (CHRM5). hit rate 0.59% among 360,000. P08912. inhibition, % at 3 µM. CHO-hM5 cells, Fluo-8 calcium fluorescence, ACh EC80;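 active means inhibition above a per-plate cutoff, the mean of that plate's test compounds plus 3 SD, cut at about 27% in these data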;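 further: 0% = acetylcholine EC80 with DMSO and 100% = DMSO without agonist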
M5 ag: CHRM5 agonism in calcium assay; P08912; CHO-K1 hM5 cells, Fluo-8 calcium fluorescence; 0% DMSO wells, 100% maximal acetylcholine response; activation, % at 3 µM; hit rate 0.19% among 360,000; AID 624037;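 active means activation above the run's mean over test compounds plus 3 SD, cut at about 23% in these data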;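 further: signal is peak over basal fluorescence ratio across the kinetic read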
CHRM4 PAM: potentiates acetylcholine response at human M4 receptor; activation, % at 3 µM; AID 624126; CHO-K1 hM4/Gqi5, Fluo-8 calcium fluorescence, ACh EC20; 0% = ACh EC20, 100% = maximal ACh; P08173; hit rate 0.4% among 360,000;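 active means activation above its plate's cutoff, the mean activation of sample wells plus 3 SD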; further: some results filed as inactive read as strong as hits
* hit, by the source's call; x = not tested or not shown.

SMILES	CHRM4 agonist	CHRM4 antagonist	CRFBP-R2 block	CRFR2-BP ag	CHRM1 PAM	M5 PAM	CHRM5 antagonist	M5 ag	CHRM4 PAM
COc1ccccc1C(=O)NNC(=O)C(=O)N1CCCCC1	0	2	0	0.5	7	0	0	0	1
COc1ccc(NC(=O)CCOc2ccccc2C)cc1S(=O)(=O)N1CCCCC1	15	-3	7	-1.1	1	-14	4	1	-5
CN(CC(=O)N(C)CC(=O)Nc1c(Cl)cccc1Cl)Cc1ccc(Br)s1	2	0	7	-0.8	-7	-9	14	1	-1
CCN(CC)C(=O)C1=C(C)N(CCCN2CCCC2=O)C(=O)C(CC(=O)NCc2cccs2)C1 (stereo unspecified)	3	-5	5	-1.4	4	1	0	8	3
COc1ccc(N2CCN(C(=O)Cn3cnc4c(cnn4-c4ccccc4)c3=O)CC2)cc1	0	4	0	0.5	-1	0	1	4	-2
CCOC(=O)CCCCNC(=O)Nc1ccccc1	1	-4	-13	1.0	6	1	11	0	4
Cn1c(N2CCOCC2)c(/C=N/OC(=O)c2ccc(F)cc2)c2ccccc21	1	6	-7	0.2	14	1	-1	-2	8
O=C(Nc1ccc(N2CCN(C(=O)c3ccco3)CC2)cc1)c1cc(Br)ccc1Cl	14	-16	10	-2.1	-5	-8	2	1	2
CCC(CC)c1nnc(NC(=O)C2CC(=O)N(CCc3ccc(F)cc3)C2)s1 (stereo unspecified)	3	-3	1	0.1	4	-1	2	-1	5
COC(=O)c1cccc(C23CC4(C2)[C@H](CN(Cc2cccnc2)[C@@H]4c2ccccc2)C3c2ccc(Cl)nc2)c1 (stereo partly specified)	1	7	-7	1.2	1	-11	1	-4	-3
CN(C)Cc1c(C(=O)N/N=C/c2cccc(OCc3ccccc3)c2)nnn1-c1nonc1N	3	5	29	12	-2	0	0	3	-11
CN(C)S(=O)(=O)N1CCN(c2ccnc3cc(Cl)ccc23)CC1	9	0	0	0.7	3	-2	4	2	-2
OC1(c2cccnc2)CCN(Cc2nnnn2C2CCCCC2)CC1	1	3	32	-0.5	0	-3	-3	-1	-1
Oc1ccccc1-c1cc(-c2ccco2)[nH]n1	2	-5	-4	0.9	0	-3	4	0	7
CN(C)S(=O)(=O)N(CC(=O)Nc1ccc(S(=O)(=O)N2CCCC2)cc1)c1ccccc1	4	10	-21	1.4	-7	1	11	1	-4
COC(=O)c1ccc(NC(=O)c2cccc(NC(=O)c3ccco3)c2)cc1	17	-7	14	0.8	0	-14	3	1	-3
Cc1ccnc(Nc2nc(-c3c(C)nc4sccn34)cs2)c1	4	-1	-27	1.4	0	0	1	-1	2
CCN(C(=O)COC(=O)c1cc(S(=O)(=O)Nc2c(C)n(C)n(-c3ccccc3)c2=O)ccc1Cl)C1CCCCC1	1	-15	-6	0.8	-2	-2	7	-2	-7
Nc1ccc(C(=O)N/N=C/c2cn(Cc3ccc(F)cc3)c3ccccc23)cc1	4	-8	14	-1.2	9	-10	25	-5	0
C/C(=N\NC(=S)NC1CCCCC1)c1ccc(O)cc1	1	-10	0	-2.0	1	-2	9	2	2

The last two records of the part before lead into the next:
SMILES	CHRM4 agonist	CHRM4 antagonist	CRFBP-R2 block	CRFR2-BP ag	CHRM1 PAM	M5 PAM	CHRM5 antagonist	M5 ag	CHRM4 PAM
Nc1ccc(C(=O)N/N=C/c2cn(Cc3ccc(F)cc3)c3ccccc23)cc1	4	-8	14	-1.2	9	-10	25	-5	0
C/C(=N\NC(=S)NC1CCCCC1)c1ccc(O)cc1	1	-10	0	-2.0	1	-2	9	2	2
O=C(CSCCO)Nc1cccc(C(F)(F)F)c1	1	4	-11	-1.1	9	5	-6	-1	9
CCCCN(C(=O)c1cccc(S(=O)(=O)N(CC)c2ccccc2)c1)c1c(N)n(CCCC)c(=O)[nH]c1=O	1	10	4	2.6	15	4	0	5	10
N#Cc1ccccc1NC(=O)CC1CCCCC1	0	-7	-10	2.5	9	0	1	-6	9
CC(=O)CC1(O)C(=O)N(Cc2ccccc2)c2ccccc21 (stereo unspecified)	0	0	3	-1.4	8	-6	4	-6	4
CCCNC(=O)C(CC)NC(=O)c1ccc(C#N)cc1 (stereo unspecified)	1	-5	-6	0.2	6	2	8	2	7
CCN1CCN(C(c2cc3cc4c(cc3[nH]c2=O)OCO4)c2nnnn2C(C)(C)CC)CC1 (stereo unspecified)	1	-16	-9	7.2	1	0	-9	-2	7
O=C(O)c1ccc(/C=N/NC(=O)c2ccc(CN3c4cccc5cccc(c45)S3(=O)=O)cc2)cc1	1	-2	13	0.1	5	3	3	-2	1
CCOC(=O)c1ccc(CNCc2ccc(Br)cc2)cc1	0	11	-1	-0.1	-17	-16	5	-7	-37
Cc1ccc(Cn2ccc(NC(=O)c3cc(-c4ccc(F)cc4)on3)n2)cc1	0	10	21	-1.2	3	-4	-6	4	-4
Cc1c(C)[n+](=O)c2c(n1[O-])CCC2	0	4	-21	-1.8	8	10	-5	0	3
CC(=O)c1ccc(S(=O)(=O)NCC(=O)Nc2nc3ccccc3[nH]2)cc1	0	-2	-4	-0.5	1	9	-10	2	-2
CN1C(=O)CCC1(O)c1ccccc1 (stereo unspecified)	0	12	-4	-1.5	12	8	-13	-1	8
COc1ccccc1/C=C/C=N/n1c(C)nnc1C	0	7	-2	0.2	9	-7	3	-6	-3
CCCNC(=O)C(Cc1ccc(C(F)(F)F)cc1)NC(=O)c1ccc2ccccc2n1 (stereo unspecified)	0	-3	8	0.3	-1	7	0	-2	0
C[C@H]1CN([C@@H](C)CO)C(=O)CCCn2nncc2CO[C@@H]1CN(C)C(=O)c1ccncc1	1	-25	-11	1.2	2	0	-6	0	1
O=C(N/N=C/c1ccc(O)cc1)c1[nH]c2ccc(Br)cc2c1-c1ccccc1	2	4	-64	1.9	12	3	-3	1	0
CN(C)c1cc(-c2ccc([N+](=O)[O-])cc2)oc(=O)c1Cl	0	-4	12	-3.5	15	11	-5	3	3
CC(=O)Nc1ccc(NC(=O)CSc2ccc(-c3cccnc3)nn2)cc1	1	-2	-10	1.2	14	-5	3	-6	10
Cc1noc(C)c1S(=O)(=O)Nc1ccc2c(c1)C(=O)N([C@H](C)CO)C[C@H](C)[C@@H](CN(C)C(=O)NC1CCCCC1)O2	0	5	3	-1.3	13	1	3	5	18
O=C(CSc1nc(NS(=O)(=O)c2ccccc2)cc(=O)[nH]1)Nc1ccc(Cl)cc1	4	-14	4	5.0	5	6	-3	1	2

An excerpt from above, reduced to CHRM1 PAM, CRFBP-R2 block and CHRM5 antagonist.
SMILES | CHRM1 PAM | CRFBP-R2 block | CHRM5 antagonist
COc1ccc(NC(=O)CCOc2ccccc2C)cc1S(=O)(=O)N1CCCCC1 | 1 | 7 | 4
CN(CC(=O)N(C)CC(=O)Nc1c(Cl)cccc1Cl)Cc1ccc(Br)s1 | -7 | 7 | 14
CCN(CC)C(=O)C1=C(C)N(CCCN2CCCC2=O)C(=O)C(CC(=O)NCc2cccs2)C1 (stereo unspecified) | 4 | 5 | 0

Next structures:
SMILES	CHRM4 agonist	CHRM4 antagonist	CRFBP-R2 block	CRFR2-BP ag	CHRM1 PAM	M5 PAM	CHRM5 antagonist	M5 ag	CHRM4 PAM
CCOC(=O)N1CCN(C(=O)c2ccc(NC(C)=O)cc2)CC1	1	2	4	0.1	4	3	-4	3	-1
O=C(NNC(=O)C1CCN(Cc2ccc(F)cc2Cl)CC1)Nc1ccc([N+](=O)[O-])cc1	3	-11	-6	-0.1	7	9	-5	-4	9
CC[C@]12c3[nH]c4cc(CCC(=O)N(C)C)ccc4c3CCN1C(=O)[C@@H](CC(=O)NCCCN(C)C)C[C@@H]2C(=O)N1CCN(C(=O)c2ccco2)CC1	2	-8	0	-3.7	3	-7	11	0	3
Cn1c(N)c(C(=O)COC(=O)/C=C/c2ccc(Cl)cc2)c(=O)n(C)c1=O	10	-10	-7	-1.5	-4	-8	8	5	1
O=C(c1cnn(C(=O)c2ccco2)c1)c1cc(Cl)cc(Cl)c1O	8	-8	12	0.2	8	-13	10	1	2
COc1ccc(CCNC(=S)NC(=O)c2ccccc2)cc1C	-2	-17	5	-0.9	-2	7	-10	0	-10
O=C1CCC/C(=N\NC(=O)c2ccc(CSc3cccc4cccnc34)cc2)C1	3	0	5	1.4	11	1	6	-7	8
COc1ccc(NC(=O)COC(=O)COc2cccc(Br)c2)cc1OC	3	9	8	-3.3	7	4	6	2	0
CSCCCNC(=S)N(C)CC(=O)Nc1ccc(C)cc1	1	5	-16	0.3	3	3	8	-2	-5
c1ccc(-c2nc(NCc3cccnc3)c3oc4ccccc4c3n2)cc1	2	1	0	1.1	7	-10	5	-11	-4
CCOc1c(Cl)cc(CNc2ccc(S(N)(=O)=O)cc2)cc1OC	3	-1	10	2.8	3	-6	-1	1	6
Cc1ccc(CCNC(=O)Cn2ccc3cc(S(=O)(=O)N4CCCC4)ccc32)cc1	8	5	4	0.8	5	-3	12	-1	-8
COc1ccc(C(=O)Nc2ccc(Cl)cc2C(=O)N2CCOCC2)cc1	2	9	5	0.1	0	-6	17	-3	-3
Cc1ccccc1Cn1c(C(C)O)nc2ccccc21 (stereo unspecified)	1	-4	5	-0.4	4	-3	3	-1	5
CCC(C)NCC(=O)Nc1sc2c(c1C(N)=O)CCC2 (stereo unspecified)	1	-3	-2	-1.0	9	-2	4	0	2
CCNC(=O)CN(c1ccc(Cl)cc1)S(=O)(=O)c1ccccc1	1	0	8	-2.3	12	6	-10	-3	7
CCc1ccc2[nH]c(C(=O)Nc3ccc(Br)c(C)n3)cc2c1	0	-9	-4	-2.0	3	-7	14	-4	1
Cn1c(C2CCCCC2)nc2c1c(=O)[nH]c(=O)n2Cc1ccccc1	1	-4	7	0.6	7	-1	-7	0	-2
CC1=NN(c2ccccc2C(=O)O)C(=O)C1N=Nc1ccccc1 (stereo unspecified)	-1	-24	17	-1.8	17	6	2	-3	5
Cc1nc(NC(=S)NC(=O)COc2ccccc2Cl)ccc1Br	0	9	1	-0.3	1	0	-4	-1	-3
COc1ccc(Cl)cc1NC(=O)CCNC(=O)Cn1ccc2ccccc2c1=O	2	-10	-13	0.0	6	-6	14	-2	3
CCOC(=O)c1c(-c2ccccc2)oc2ccc(OCC(=O)NNC(=O)CCC(=O)O)cc12	1	2	-1	0.2	4	2	7	-3	-1
COc1ccc(N(CC(=O)Nc2cccc3ccccc23)S(C)(=O)=O)c(OC)c1	2	2	0	-0.2	5	-1	-5	-3	3
CC1(C(=O)NS(=O)(=O)c2cccc(F)c2)CCN1C(=O)Cc1ccccc1Cl (stereo unspecified)	0	-2	x	x	4	-2	9	0	2
CCOC(=O)c1[nH]c(C)c(C(=O)OCC(=O)N(Cc2ccccc2)C(C)C)c1C	9	7	-3	1.1	2	-10	13	5	-4
CN1CCc2cc(Cl)c(O)cc2[C@@H](c2ccccc2)C1	1	1	-43	-1.6	-6	-5	3	-2	-5
O=C(O)/C=C/C(=O)N1CCN(c2cccc(Cl)c2)CC1	3	-14	-14	2.4	8	3	6	-11	17
CCCCCCN1C=CC(=C/C=C(\C#N)C(=O)OCC)C=C1	253*	36*	-261	247*	-38	-22	34*	51*	-21
CCN1CCN(C(=O)c2cc3c(OC)c(OC)c(OC)cc3[nH]2)CC1	0	61*	3	1.1	8	-6	24	-3	-19
C/C(=N/OC(=O)CC(C)C)c1cc(-c2ccc(Cl)cc2)no1	1	-4	18	3.6	-5	-2	5	-8	5
C/C(=N\NC(=O)c1ccc(Cl)cc1)c1cccnc1	1	1	11	-0.7	5	1	7	-4	2
COc1ccc2c(CC(=O)N[C@@H](Cc3ccccc3)C(=O)O)cc(=O)oc2c1	0	7	3	0.6	10	4	3	-2	0
C/C(=N\NC(=O)c1nc2ccccn2c1C)c1cccc([N+](=O)[O-])c1	2	-10	8	-2.5	6	-2	3	-2	-5
